# Assay outcomes from PubChem.
# TRPV1 ag = HTS Assay for Compounds that Act as Agonists of the Vanilloid Receptor 1. TRPV1-expressing cells, Fluo-8 calcium influx, agonist mode. activation, % at 8.33 µM. 320,000 compounds, 0.19% hits; in the data active = activation above about 80%; inconclusive = between about 30% and that limit; note: 0% is about no effect
#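 Fluo-8 calcium influx in TRPV1-expressing cells, kinetic read (ex 480/em 520 nm). Compound added and read 3 min for agonist activity, followed by capsaicin at EC20 final and 2 min further read for enhancement.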
# Eya2 inh = qHTS Assay for Inhibitors of the Phosphatase Activity of Eya2. Protein phosphatase EYA2 (Homo sapiens), O00167. recombinant Eya2, OMFP fluorescence dephosphorylation (OMFP is methylfluorescein phosphate). Potency, µM (highest dose often 76.9 µM), without a hit: at the highest dose activity, negative = inhibition, usual class: inhibitors. 330,000 compounds, 0.006% hits; note: potency is the fitted concentration of half-maximal effect; % is set by controls: 0 for no effect and ±100 for the full control effect
#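 Eya2 protein (added as 0.2 uM solution) was preincubated with compound for 10 min at ambient temperature in 50 mM HEPES pH 7.5, 50 mM NaCl, 5 uM MgCl2, 0.05% BSA, 1 mM DTT. OMFP (added at 50 uM) then reacted 10 min; fluorescence read at 485/525 nm.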
# ELG1 DNA repair = qHTS screen for small molecules that inhibit ELG1-dependent DNA repair in human embryonic kidney (HEK293T) cells expressing luciferase-tagged ELG1; Potency, µM (titrated, usually from 46.1 µM), inactives show top-dose activity change, negative = inhibition, hits mostly inhibitors; HEK293T ELG1-luciferase reporter, luminescence, 16 h; DNA damage induced by 5-fluorouridine; 330,000 compounds, 2.3% hits; note: potency is the fitted concentration of half-maximal effect; % is set by controls: 0 for no effect and ±100 for the full control effect; nearly all actives have a fitted effect of over 55% in size
#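 Luminescence from the luciferase reporter, measured 30 min after ONE-Glo reagent at room temperature, was the read-out. Beforehand, 2,000 cells per well were exposed for 16 hr at 37 °C to 5-fluorouridine together with compound or vehicle.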
# Mito fusion yeast = qHTS Assay for Small Molecule Inhibitors of Mitochondrial Division or Activators of Mitochondrial Fusion; 320,000 compounds, 0.23% hits; AID 485298, 2010; Potency, µM (doses to about 46.1 µM), for the others: at the top dose growth rescue (activation), usual class: activators; S. cerevisiae fusion-defective mutant growth rescue, CellTiterGlo 48 h;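 note: potency is the fitted concentration of half-maximal effect; % of control where 0% means no effect; nearly all actives have a fitted effect of over 45% in size; temperature-sensitive fusion mutants such as fzo1-1 at 37 °C on non-fermentable ethanol glycerol medium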
#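 Read-out: ATP-based luminescence (CellTiterGlo, 10 min ambient) reporting growth of fusion-defective ts yeast after 48 hours at 37C on glycerol/ethanol YPEG medium in the presence of compound.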
# KCNH2 WT inh = qHTS for Inhibitors of KCHN2 3.1: Wildtype qHTS; Voltage-gated inwardly rectifying potassium channel KCNH2 (Homo sapiens), Q12809; U2OS, BacMam KCNH2, thallium flux FluxOr; active compounds read low; activity change, % at 1.84 µM; 340,000 compounds, 0.37% hits;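 active = maximum activity change below -70%; inconclusive = maximum activity change between -70% and -50%; inactive = maximum activity change above -50%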; note: % is set by controls: 0 for no effect and ±100 for the full control effect
#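 U2OS cells transduced with wild-type KCNH2 virus are loaded with FluxOr dye for 45 min, and thallium flux is measured in kinetic reads before and after stimulation buffer. Rate constants are normalized to DMSO controls.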
# TCR activator = Activators of T cell receptors: qHTS campaign; primary human leukocytes, anti-CD3, IL-2 HTRF, 48 h; Potency, µM (series often up to 9.22 µM), for the others: at the top dose activation of IL-2 secretion, actives largely listed as activators; 330,000 tested, under 10 active; AID 504894, 2011; note: % of control where 0% means no effect
#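 Primary human leukocytes receive a-CD3 beads and test compound and are incubated 48 hr. Secreted IL-2 is then assayed by HTRF, measuring 665nm acceptor emission after 320nm excitation of the europium donor.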
# AT treatment = qHTS Assay for Identifying a Potential Treatment of Ataxia-Telangiectasia | […] A-T fibroblasts, KAP-1 phosphorylation AlphaLISA; neocarzinostatin DNA damage 30 min before lysis | Potency, µM (series often up to 57.5 µM), without a hit: at the highest dose activation, actives largely listed as activators | 320,000 compounds, 0.19% hits; note: potency is the fitted concentration of half-maximal effect; % of control where 0% means no effect; nearly all actives have a fitted effect of over 45% in size
#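 ATM-like activity read as KAP-1 phosphorylation via AlphaLISA donor/acceptor antibody pairs after lysis and 6 hr at 25C. Cells were ATM-null patient fibroblasts ([…], hTERT), dosed 60 min, then exposed to the DSB inducer NCS for 30 min.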
# USP2a block = qHTS Assay for Inhibitors of Ubiquitin-specific Protease USP2a Using CHOP2 as the Reporter; Potency, µM (top dose mostly 38.3 µM), for the others: at the top dose activity change, negative = inhibition, most hits filed as inhibitors; 330,000 compounds, 0.01% hits; USP2 core, Ub-CHOP2 coupled fluorogenic reporter, 485/531;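 note: potency is the fitted concentration of half-maximal effect; plate controls were DMSO wells for no effect and full inhibition by NEM control for full effect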
#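 Cell-free coupled assay: 10nM USP2 core preincubated 30min RT with compound in Tris-HCl pH 8.0/CaCl2/CHAPS buffer, then 25nM Ub-CHOP2 and 25nM reporter substrate; fluorescence (Ex 485/Em 531) read after 60min RT, normalized to NEM inhibition, concentration-response curves fitted.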
# TSHR antag = Antagonists of the Thyroid Stimulating Hormone Receptor: HTS campaign. Thyrotropin receptor (Homo sapiens), P16473. AID 504810, 2011. activity change, negative = inhibition, % at 11.5 µM. TSHR-expressing cells, TSH-stimulated cAMP HTRF, 2 h; active compounds read low. 330,000 compounds, 0.2% hits;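 active = activity change below a set negative limit, meaning inhibition stronger than a set level, cut at about -70% in these data; inconclusive = activity change between two set negative limits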; note: % is set by controls: 0 for no effect and ±100 for the full control effect
# Target sequence (P16473 whole entry, looked up): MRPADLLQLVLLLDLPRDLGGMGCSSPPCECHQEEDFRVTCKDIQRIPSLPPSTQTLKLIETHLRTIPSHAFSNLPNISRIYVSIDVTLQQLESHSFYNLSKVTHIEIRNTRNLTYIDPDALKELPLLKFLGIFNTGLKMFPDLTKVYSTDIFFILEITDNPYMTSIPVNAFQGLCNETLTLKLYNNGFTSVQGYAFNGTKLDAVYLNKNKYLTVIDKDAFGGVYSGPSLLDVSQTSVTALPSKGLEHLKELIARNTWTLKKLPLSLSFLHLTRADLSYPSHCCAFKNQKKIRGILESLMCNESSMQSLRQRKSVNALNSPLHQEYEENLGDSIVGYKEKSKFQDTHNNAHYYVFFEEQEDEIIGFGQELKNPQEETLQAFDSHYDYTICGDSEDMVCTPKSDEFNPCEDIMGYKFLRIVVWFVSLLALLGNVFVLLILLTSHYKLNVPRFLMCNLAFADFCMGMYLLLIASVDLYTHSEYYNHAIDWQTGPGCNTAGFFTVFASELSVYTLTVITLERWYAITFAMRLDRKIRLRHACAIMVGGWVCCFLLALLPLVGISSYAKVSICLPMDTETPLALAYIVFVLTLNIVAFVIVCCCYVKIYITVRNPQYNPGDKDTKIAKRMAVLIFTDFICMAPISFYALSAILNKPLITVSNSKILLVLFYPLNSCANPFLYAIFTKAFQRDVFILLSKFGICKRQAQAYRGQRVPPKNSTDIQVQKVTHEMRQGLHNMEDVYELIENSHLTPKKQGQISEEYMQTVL
#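 Antagonism was scored as loss of TSH-driven cAMP in TSHR cells, stimulated with 4nM TSH (EC80) for 2 hours at 37 deg C and detected by homogeneous HTRF competition immunoassay.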
# KCNH2 3.1 inh = qHTS for Inhibitors of KCHN2 3.1: Mutant qHTS. U2OS KCNH2 3.1, thallium flux FluxOr; active compounds read low. activity change, % (tested at about 1.8 µM). 340,000 compounds, 0.95% hits;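 active = maximum activity change below -70%; inconclusive = maximum activity change from -70% to -50%; inactive = maximum activity change above -50%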;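 note: thallium influx rate constant from kinetic fluorescence after stimulation buffer; % is set by controls: 0 for no effect and ±100 for the full control effect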
#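 Channel expression came from 3.1 mutant virus (1.77 x 10^8 /mL) applied to suspended U2OS cells for 4 h. Flux was tracked with FluxOr dye plus Red40 quencher, and kinetic rate constants normalized to controls.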
# The depositor's hits bear a star; ? = inconclusive; / = not tested or not shown; [ ] = dose if it differs, or a comment. Unless noted, calls come from the whole dose curve; as a rule, active = well fitted curve in the direction sought with a large enough effect; inconclusive = small, poorly fitted or top-dose-only effect, or another doubt; inactive = no such curve, though single readings can be large; an effect the other way counts as inactive or inconclusive. An excerpt; count on the stated rates, not on these rows.
# Sample of the layout (7 entries):
mol	TRPV1 ag	Eya2 inh	ELG1 DNA repair	Mito fusion yeast	KCNH2 WT inh	TCR activator	AT treatment	USP2a block	TSHR antag	KCNH2 3.1 inh
CN1C(=O)Cc2cc(S(=O)(=O)NCCc3ccccc3)ccc21	-1	7%	1%	9%	1	5%	8%	2%	-4	14
COc1ccc(S(=O)(=O)NCc2ccc(C(=O)O)cc2)cc1	4	-7%	9%	1%	2	-2%[46.1 µM]	3%	2%	21	0
COC(=O)c1sc(NC(=O)COc2cccnc2[N+](=O)[O-])c(C(=O)OC)c1C	1	4%	-20%	2%	-2	2%	0%	3%	-9	-20
Cc1ccc2nc(SCC(=O)Nc3ncccn3)[nH]c2c1	-1	7%	?	-2%	7	15%	-1%	1%	5	-4
CCNC(=O)CSc1nc2cc(OC)c(OC)cc2c(=O)n1CCC1=CCCCC1	6	22%	?	-1%	/	/	/	2%	3	/
COc1ccc(C(=O)NCCn2nc(C)cc2C)cc1OC1CCN(C(C)=O)CC1	-1	2%	9%	1%	3	-2%	2%	1%	7	13
C=CCC[C@@H](Cc1ccc(F)cc1)C(=O)OC[C@@H](NC(=O)[C@H](CC=C)CC(=O)N(CCO)Cc1ccccc1)c1ccccc1	/	-14%	?	/	/	1%	-3%	-12%	-46	/

# The listing, from the first entry:
mol	TRPV1 ag	Eya2 inh	ELG1 DNA repair	Mito fusion yeast	KCNH2 WT inh	TCR activator	AT treatment	USP2a block	TSHR antag	KCNH2 3.1 inh
CN1C(=O)Cc2cc(S(=O)(=O)NCCc3ccccc3)ccc21	-1	7%	1%	9%	1	5%	8%	2%	-4	14
COc1ccc(S(=O)(=O)NCc2ccc(C(=O)O)cc2)cc1	4	-7%	9%	1%	2	-2%[46.1 µM]	3%	2%	21	0
COC(=O)c1sc(NC(=O)COc2cccnc2[N+](=O)[O-])c(C(=O)OC)c1C	1	4%	-20%	2%	-2	2%	0%	3%	-9	-20
Cc1ccc2nc(SCC(=O)Nc3ncccn3)[nH]c2c1	-1	7%	?	-2%	7	15%	-1%	1%	5	-4
CCNC(=O)CSc1nc2cc(OC)c(OC)cc2c(=O)n1CCC1=CCCCC1	6	22%	?	-1%	/	/	/	2%	3	/
COc1ccc(C(=O)NCCn2nc(C)cc2C)cc1OC1CCN(C(C)=O)CC1	-1	2%	9%	1%	3	-2%	2%	1%	7	13
C=CCC[C@@H](Cc1ccc(F)cc1)C(=O)OC[C@@H](NC(=O)[C@H](CC=C)CC(=O)N(CCO)Cc1ccccc1)c1ccccc1	/	-14%	?	/	/	1%	-3%	-12%	-46	/
CC(C)(C)SCCNS(=O)(=O)c1ccc2ccccc2c1	30	-6%	-8%	-2%	-13	0%	/	1%	-6	7
CN(C(=O)COn1nnc2ccc(S(=O)(=O)N3CCOCC3)cc21)c1ccccc1	4	-12%	?	-3%	0	/	-2%	0%	-2	-21
CSc1nc(C2CC2)cc(-c2cccs2)c1C#N	2	-16%	-18%	1%	1	/	21%	1%	-20	15
CN1CCN(C(=O)/C(=C/c2cccs2)NC(=O)c2cccs2)CC1	1	-15%	8%	-18%	-29	1%[46.1 µM]	3%	4%	-2	?
CSCCC(NS(=O)(=O)c1ccc2c(c1)Cc1cc(S(=O)(=O)NC(CCSC)C(=O)O)ccc1-2)C(=O)O (stereo not drawn)	0	2%	-1%	4%	0	-2%	17%	0%	21	4
COc1ccc(NC(=S)NN2CCOCC2)cc1OC	-1	0%	-5%	-7%	-3	-4%[46.1 µM]	-3%	5%	23	1
Cn1nc(C(=O)NCc2ccccc2)c2ccccc2c1=O	0	12%	?	-4%	-24	-2%	4%	1%	-2	2
Cc1ccc(OCCNS(=O)(=O)c2ccc(Cl)cc2)cc1	3	5%	10%	0%	5	-5%	5%	-1%	10	-19
Cc1ccccc1NC(=O)COc1ccc(S(=O)(=O)N2CCCC2)cc1C	0	-2%	7%	2%	6	1%	-11%	1%	4	/
O=C(O)C(F)(F)C(NCc1ccccc1)c1ccccc1 (stereo not drawn)	-1	10%	-3%	-1%	-2	-1%	7%	4%	-3	0
CCOc1ccc2nc(SC3CC(=O)N(c4ccc(OC)cc4)C3=O)sc2c1 (stereo not drawn)	7	-1%	?	-4%	0	/	5%	0%	-1	-15
CCCCOCC(O)Cn1c(C)nc2ccccc21 (stereo not drawn)	0	-2%	?	0%	-2	2%	-4%	0%	9	3
Cc1ccc(NC(=O)N2CCCC2C(=O)NCC2CCCO2)cc1 (stereo not drawn)	1	-5%	-4%	-1%	1	-1%	6%[11.5 µM]	3%	5	-9
COc1ccc(CCNC(=O)c2ccc3c(c2)N(Cc2ccc(F)cc2)CCS3)c(OC)c1	2	1%	-18%	0%	-10	5%	24%	1%	25	-2
O=C(NP(=O)(N1CCCC1)N1CCCC1)C1=C(N2CCOCC2)/C(=C/c2cccc([N+](=O)[O-])c2)CC1	5	-3%	-9%	-6%	-1	-3%	-13%	-2%	4	-38
C=CCNC(=O)/C(C#N)=C\c1cc(Cl)c(OCC)c(OC)c1	?	0%	-4%	5%	-4	0%[46.1 µM]	13%	10%	0	9
COc1cc2c(=O)n(CCC(=O)NCC3CCCO3)c(=O)n(CC(=O)c3ccc(Cl)cc3)c2cc1OC (stereo not drawn)	-3	7%	-22%	-2%	-12	-3%	5%	2%	-13	23
COc1cc(NC(=O)CSc2nnnn2-c2ccccc2)cc(OC)c1OC	1	/	/	-1%	-8	-11%	/	/	/	-4
O=C(Nc1ccc2[nH]c3c(c2c1)CCCC3)c1ccco1	-9	0%	4.5µM*	4%	-19	-3%	3%	2%	-4	0
CCOC(=O)Cc1cc(=O)[nH]c(/N=C(\N)Nc2ccc(OC)cc2)n1	-4	-4%	?	4%	1	-2%	1%	3%	0	27
CCCCNCc1ccc(SC)cc1	-1	-26%	-4%	0%	-4	2%	-3%	4%	1	3
Cc1ccc2nc(-c3ccccn3)cc(C(=O)Nc3ccc4c(c3)OCO4)c2c1	90*	0%	?	-3%	1	-11%	-1%	5%	5	-3
O=C(CSc1ccc2nnc(-c3cccnc3)n2n1)Nc1ccc(F)cc1F	-3	-4%	6%	3%	16	-15%	14%	-1%	19	/
Cc1ccc2cccc(NC(=S)NC(=O)c3ccnn3C)c2n1	?	-8%	?	10%	20	-2%[46.1 µM]	0%	-2%	6	6
Cc1ccccc1NC(=S)N1CCC(NC(=O)c2ccco2)CC1	-1	15%	4%	2%	23	-1%	-2%	-9%	-4	7
CCN1CCN(Cc2ccc(NC(=O)c3cc(NC(=O)c4cc(-c5ccc(OC)cc5)n[nH]4)cc(OC)c3)cc2C(F)(F)F)CC1	1	-11%	14%	-7%	1	-1%	0%	-19%	-4	-8
O=C(NCCc1ccccc1)c1ccc(Cl)cc1[N+](=O)[O-]	17	-7%	?	29%	1	4%	-2%	3%	-2	5
Cc1ccc(-n2nc3c(=O)n(CCCC(=O)NCc4ccc(F)cc4)nc(C)c3c2C)cc1	-2	12%	-5%	-5%	4	-8%	3%	-2%	-20	-34
O=C(CCCCn1c(=O)c2ccccc2n(Cc2ccc(Cl)cc2)c1=O)NCc1ccco1	6	5%	?	1%	2	1%	-2%	4%	-3	-2
O=S(=O)(Nc1cc(S(=O)(=O)N2CCCC2)ccc1O)c1ccc(Cl)s1	-1	14%	2%	-4%	-5	3%	5%	0%	7	43
O=C(O)C1CCN(C(=O)CSc2nc3cc(Cl)ccc3c(=O)n2Cc2ccccc2)CC1	-1	9%	-7%	6%	0	-3%	0%	0%	7	-15
Cc1ccc(CSCC2Nc3ccc(C(=O)N4CCN(c5ccc(F)cc5)CC4)cc3NC2=O)cc1 (stereo not drawn)	0	7%	-2%	6%	-9	5%	-1%	-2%	-7	-3
COc1ccc(NC(=O)CSc2nnc3ccc(-c4ccncc4)nn23)cc1	-5	-11%	8.2µM*	-2%	-14	16%	10%	0%	0	-7
